Screening data deposited in PubChem BioAssay by National Center for Advancing Translational Sciences (NCATS).
D3 ag: D3 dopamine receptor (human) agonism; max activation, %; 410,000 compounds, 0.58% hits; D3R DiscoveRx beta-arrestin cells, luminescence, 90 min; P35462; in the data active = max activation above about 30%; also: 0% is about no effect; mostly tested at two doses, the higher about 12 µM
Target sequence (P35462 whole entry, looked up): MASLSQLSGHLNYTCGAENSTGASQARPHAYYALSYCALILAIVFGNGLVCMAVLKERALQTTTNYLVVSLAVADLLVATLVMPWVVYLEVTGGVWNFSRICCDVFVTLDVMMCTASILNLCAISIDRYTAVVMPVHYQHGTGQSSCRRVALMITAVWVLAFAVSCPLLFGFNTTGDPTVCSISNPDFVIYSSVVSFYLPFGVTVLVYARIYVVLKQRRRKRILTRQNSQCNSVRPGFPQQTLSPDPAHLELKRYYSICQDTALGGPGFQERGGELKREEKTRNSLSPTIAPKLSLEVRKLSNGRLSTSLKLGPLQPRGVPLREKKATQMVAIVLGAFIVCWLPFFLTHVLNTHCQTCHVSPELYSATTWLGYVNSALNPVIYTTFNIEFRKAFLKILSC
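Agonist mode: compounds and dopamine controls were applied to plated cells for 90 min at 37 degrees C after an overnight attachment at 1500 cells/well. Luminescent read-out followed 30 - 60 minutes at room temperature with DiscoveRx detection reagent.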
HT1080 IDH1KD tx: HT-1080 IDH1 knockdown cell toxicity (counter line); 360,000 compounds, 2% hits; Potency, µM (titrated, usually from 46.1 µM), inactives show at the highest dose activity, negative = toxicity, usual class: cytotoxic; HT-1080 IDH1 knockdown viability, ATP luminescence, 48 h;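 also: potency is read from the fitted curve at half-maximal effect; 0% = DMSO wells and -100% = cell-free medium wells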
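% activity derives from luminescence (CellTiter-Glo), normalised to DMSO and no-cell wells. HT-1080-IDH1KD cells, 750/well, had 48 h compound exposure at 37 °C.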
GLP1R ag: agonists of human GLP-1 receptor | P43220 | HEK293 GLP-1R CRE-luciferase, luminescence, 4-6 h; cells express a hypersensitive GLP-1R form | Potency, µM (titrated, usually from 45.6 µM), inactives show at the top dose activation, most hits filed as activators | 380,000 compounds, 0.007% hits | AID 624172; also: potency is read from the fitted curve at half-maximal effect; % of control where 0% means no effect
Target sequence (P43220 whole entry, looked up): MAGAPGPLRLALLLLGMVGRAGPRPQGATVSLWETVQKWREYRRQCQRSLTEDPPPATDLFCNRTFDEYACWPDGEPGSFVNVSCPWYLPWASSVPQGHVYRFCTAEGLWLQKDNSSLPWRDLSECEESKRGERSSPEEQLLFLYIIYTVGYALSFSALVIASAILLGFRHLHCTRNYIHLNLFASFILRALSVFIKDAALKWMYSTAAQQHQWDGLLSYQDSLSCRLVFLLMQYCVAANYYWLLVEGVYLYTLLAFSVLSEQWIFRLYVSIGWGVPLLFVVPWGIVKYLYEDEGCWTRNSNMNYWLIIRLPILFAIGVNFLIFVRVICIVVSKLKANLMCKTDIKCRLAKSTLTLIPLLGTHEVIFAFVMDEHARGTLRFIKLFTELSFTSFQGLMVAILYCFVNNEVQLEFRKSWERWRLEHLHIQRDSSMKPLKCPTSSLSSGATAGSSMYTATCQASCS
SW480 rerep: induces DNA re-replication in SW480 colon adenocarcinoma cells. SW480 DNA re-replication, Hoechst DNA content imaging, 48 h. 340,000 compounds, 1.8% hits. Potency, µM (top dose mostly 46.1 µM), without a hit: at the highest dose re-replication activation, most hits filed as activators. AID 624297; also: potency is read from the fitted curve at half-maximal effect; % of control where 0% means no effect; nearly all actives have a fitted effect of over 55% in size
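SW480 cells exposed to compounds for 48 hr at 37 C, 5% CO2, then Hoechst-stained 40 min. Nuclear DNA content imaged by fluorescence scanning (405 nm excitation, 500-530 nm emission); re-replication scored as increased high-intensity nuclei.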
KB-V1 cytotox: KB-V1 MDR subline cytotoxicity. KB-V1 MDR cells viability, CellTiter-Glo, 72 h. AID 1347076. 400,000 compounds, 3.4% hits. Potency, µM (top dose mostly 46.1 µM), inactives show at the top dose activity change, negative = cytotoxicity, actives largely listed as cytotoxic; also: potency is read from the fitted curve at half-maximal effect; % is scaled to controls: 0 for no effect and ±100 for the full control effect; nearly all actives have a fitted effect of over 60% in size
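Drug-selected KB-V1 cells, grown in DMEM lacking phenol red with 10% FBS, receive compound titrations; after three days at 37 degrees C, surviving cell ATP is quantified by CellTiter-Glo luminescence and responses normalized and curve-fitted.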
HT1080-NT tox: kills 2HG-producing HT-1080-NT fibrosarcoma cells. Potency, µM (highest dose often 46.1 µM), without a hit: at the top dose activity, negative = less viability, hits mostly cytotoxic. 360,000 compounds, 1.6% hits. HT-1080-NT fibrosarcoma viability, CellTiter-Glo ATP luminescence, 48 h;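 also: NT is the 2HG producing partner of a matched IDH1 knockdown line; potency is read from the fitted curve at half-maximal effect; 0% = DMSO-treated cells and -100% = media-only wells without cells; nearly all actives have a fitted effect of over 55% in size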
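Compounds were tested in concentration-response format on HT-1080-NT cells for 48 hours at 37 degrees C. Cell viability came from CellTiter-Glo luminescence; curves were classified by r2, response magnitude and activity.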
D3 antag: blocks the human D3 dopamine receptor | P35462 | D3R cells, DiscoveRx beta-arrestin luminescence, antagonist mode; hits give low values | max response, negative = inhibition, % | 360,000 compounds, 2.5% hits | AID 652054; in the data active = max response below about -50%; inconclusive = no clear call, values can overlap the other calls; also: % is scaled to controls: 0 for no effect and ±100 for the full control effect; mostly tested at two doses, the higher about 12 µM
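Cells plated overnight at 1500 cells/well, then exposed to library compounds with dopamine controls for 90 minutes at 37 degrees C. DiscoveRx reagent added for 30–60 minutes at room temperature; luminescence read, quantitative HTS format.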
IL-1B inflam inh: inhibitors of inflammasome signaling (IL-1 beta secretion); THP-1 LPS/ATP IL-1B secretion, AlphaLISA, 16 h; hits give low values; AID 743279; activity change, % at 57.5 µM; 360,000 compounds, 4.7% hits; in the data active = activity change below about -50%; inconclusive = mostly about -30% to -49%; also: % is scaled to controls: 0 for no effect and ±100 for the full control effect
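THP-1 cells pretreated 1 hr with compounds (up to 57.5 uM final), then stimulated with LPS (250 ng/mL final) plus ATP (1.25 mM final); secreted IL-1B measured by AlphaLISA after 16 hr, decreased signal indicating inhibition.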
KB-3-1 tox: kills parental KB-3-1 adenocarcinoma cells | KB-3-1 viability, CellTiter-Glo ATP luminescence, 72 h | Potency, µM (highest dose often 46.1 µM), inactives show at the highest dose activity change, negative = cytotoxic, hits mostly cytotoxic | 400,000 compounds, 1.4% hits; also: potency is read from the fitted curve at half-maximal effect; % is scaled to controls: 0 for no effect and ±100 for the full control effect; nearly all actives have a fitted effect of over 60% in size
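72 h, 37 °C compound treatment of KB-3-1 parental cells; CellTiter-Glo added, 10 min, luminescence read. Data corrected against DMSO-only plates and normalized before curve fitting.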
* marks the source's active call; other numbers are inactive results; ? = inconclusive; . = no result given; & = joins results of further samples; [ ] = another dose, or the depositor's remark. Unless noted, calls follow the shape of the dose curve; as a rule, active = well fitted curve in the direction sought with a large enough effect; inconclusive = small, poorly fitted or top-dose-only effect, or another doubt; inactive = no such curve, though single readings can be large; an effect the other way counts as inactive or inconclusive.

Values run as follows: D3 ag, HT1080 IDH1KD tx, GLP1R ag, SW480 rerep, KB-V1 cytotox, HT1080-NT tox, D3 antag, IL-1B inflam inh, KB-3-1 tox
> O=C(NCc1ccco1)c1ccc(Cn2c(=O)c3sccc3n(Cc3cccc(F)c3)c2=O)cc1
  0, ?, ?, 3%, 0%, -11%, -19, -5, -1%
> Cc1ccc(C)c(CSc2nnc(C)c(=O)n2N)c1
  9, -2%, 1%, 1%, 3%, -5%, 15, 13, -3%
> COc1ccc(S(=O)(=O)NCC(c2cccnc2)N2CCN(c3ccccc3)CC2)cc1C (stereo not drawn)
  6, -5%, 7%, 3%[9.22 µM], -7%, -9%, 11, -5, -5%
> O=C(Oc1ccc(-c2csnn2)cc1)C1CC1
  -13, 14%, 7%, -10%, 0%, 24%, 0, -2, -4%
> CC(=O)c1ccc(Oc2cc(C)nc(N3CCOCC3)n2)cc1
  -1, 1%, 4%, 3%, -3%, -2%, -19, -3, 8%
> COc1ccc(N(C(=O)c2ccncc2)S(=O)(=O)c2cccs2)cc1
  -3, 8%, 0%, ?, 5%, 16%, -16, 7, 4%
> Cc1ccc(S(=O)(=O)N(C)C)cc1NC(=O)Nc1c(-c2ccccc2)noc1C
  -16, 7%, -7%, 16%, 16%, 0%, ?, -3, ?
> CCOC(=O)c1c(N)c(C#N)c2n1CCCC2
  -3, 6%, ?, -10%, 0%, 11%, -10, -5, 9%
> COc1cc(/C=N/NC(=O)C(=O)NCC2CCCO2)cc(Cl)c1O (stereo not drawn)
  -4, 1%, -1%, -3%, 31%, 0%, 12, 48, 10%
> CC1=CC(=O)O[C@@H]1[C@@]1(C)C[C@H]2OC(=O)C[C@H]3[C@@H](C)C(=O)C(O)=C1[C@@]23CO
  7, 8%, 12%, 3%, 5%, 4%, -15, 10, 0%
> Cc1[nH]n(C(N)=S)c(=O)c1N=Nc1cc(-c2ccc(Br)cc2)[nH]n1
  1, -15%, 5%, -55%[inhibitor], -23%, 6%, -26, 6, -15%
> COc1ccc(N2C(=O)CCC(C(=O)NCc3ccccn3)C2c2ccc(OC)c(OC)c2)cc1 (stereo not drawn)
  -2, -1%, -12%, -4%, 7%, 7%, -11, 29, 10%
> CC1=C(C(=O)N2CCOCC2)C(c2c(F)cccc2F)NC(=O)N1 (stereo not drawn)
  0, 13%, 9%, -11%, 4%, 17%, 3, -12, -2%
> O=C(Nc1cccc(-c2nc3cc(Cl)ccc3o2)c1)c1cc([N+](=O)[O-])ccc1N1CCOCC1
  13, ., 0%, ., 0%, ., ., ., 1%
> CS(=O)(=O)c1cccc(-c2csc(N3CCC(C(N)=O)CC3)n2)c1
  ., ., -5%, -8%, ?, ., ., ., 1%
> CCNc1nnc(-c2ccncc2)s1
  1, 11%, -5%, -7%, 4%, 8%, 0, -18, 22%
> CC(=O)c1cccc(NC(=O)COc2ccccc2C(=O)c2cc(C#N)c(=O)n(C3CCCCC3)c2)c1
  0, -3%, 8%, 17%, -6%, -1%, 13, -3, 0%
> Cc1ccc(CN(C(=O)Cn2nnc3ccccc32)C(C(=O)NCc2ccco2)c2cccs2)cc1 (stereo not drawn)
  1, -6%, -19%, 16%, ?, -9%, 2, -13, 0%
> COC(=O)c1sccc1NC(=O)CSc1ccccc1NS(=O)(=O)c1ccc(Br)cc1
  3, -3%, 1%, 28%, 4.1µM*, 1%, -24, 30, 21µM*
> CCOC(=O)c1cnn(-c2ccc(C)cc2)c1N
  2, 13%, -7%, -2%, 6%, 16%, 9, ?, 2%
> COc1ccc(F)cc1S(=O)(=O)NC(Cc1ccccc1)C(N)=O (stereo not drawn)
  0, 6%, -10%, 4%[9.22 µM], 8%, 7%, 23, ?, 0%
> C=CCOc1ccc(-c2nc3c(c(=O)[nH]c(=O)n3Cc3ccccc3)n2CCCOC)cc1
  10, -4%, 11%, 2%, -1%, 7%, 1, 11, -2%
> Nc1cc(N)c(OCC(F)(F)F)cc1OCC(F)(F)F
  6, -6%, -21%, 6%, 0%, -3%, -56*, -5, -7%
> CCOn1c(SC(C)C)nc2ccccc2c1=O
  3, -16%, 14%, -23%, 4%, 2%, -5, 13, -5%
> CCc1nonc1NC(=O)c1oc2cc(C)c(C)cc2c1C
  -1&-6, -29%, 9%, 0%, 25%, ?, 2, 10, 6%
> COC(=O)c1ccc(S(=O)(=O)N2CCCCC2)o1
  -2, -11%, -13%, -27%, 0%, 0%, 5, -5, 1%
> COc1ccc(CCNC(=O)C2CCCN(S(=O)(=O)c3ccc(F)cc3)C2)cc1 (stereo not drawn)
  -1, -2%, 6%, 1%, ?, 0%, -14, -1, -12%
> CCOC(=O)c1[nH]cnc1C(=O)NC1CCCCC1
  0, -12%, -2%, -5%, 20%, -6%, 2, 0, 19%
> COc1ccc(C(=O)O/N=C(\N)c2ccncc2)cc1OC
  2, 8%, 5%, -8%, 6%, 7%, 6, -4, 7%
> COc1ccc([C@H]2CC(=O)C=C(c3cccc(C(F)(F)F)c3)C2)cc1
  18, 4%, 13%, 3%, 10%, -7%, 0, ?, 1%
> CCN(C(=O)COC(=O)c1cc(S(=O)(=O)N2CCOCC2)c(Cl)cc1Cl)C1CCS(=O)(=O)C1 (stereo not drawn)
  8, -1%, 5%, 0%, 10%, -14%, 2, ?, -6%
> COc1ccc(CNC(=O)C2(C)Cc3ccccc3C(=O)O2)cc1 (stereo not drawn)
  -2, 2%, -6%, -12%, -6%, 8%, -7, -5, -5%
> CCOC(=O)c1c(NS(=O)(=O)Cc2ccccc2)sc2c1CCCC2
  -8, 3%, 3%, -4%, ?, 10%, 10, -5, -12%
> CCN1C(=O)/C(=C\c2cccc(OC(=O)c3ccco3)c2)SC1=S
  -2, 5%, 14%, -10%, 24%, 7%, -2, 3, 35%
> O=C(c1ccc(C23CC4CC(CC(C4)C2)C3)o1)N1CCOCC1
  7, ?, 18%, -6%, ?, -18%, 33, -1, -1%
> CCc1nc(NC(C)(C)C)c2cnn(-c3ccccc3)c2n1
  3, ?, 21%, ?, -10%, ?, -6, 2, -12%
> O=S(=O)(NCC1CCCO1)c1ccc(Br)cc1 (stereo not drawn)
  -1, 7%, -1%, 0%, ?, -6%, 9, 12, 3%
> COc1ccc(OCCC(=O)N2CCCCC2)cc1
  1, 1%, 9%, -3%, 0%, 12%, -12, -10, 0%
> OC(c1cccc(Cl)c1)c1nc(-c2ccc(Cl)cc2)cs1 (stereo not drawn)
  -7, ?, -4%, ., -7%, -5%, -3, 0, 0%
> CCOc1nc(Nc2ccc(Cl)cc2)nc(OCC)n1
  4, -23%, 30%, -4%[9.22 µM], -22%, -8%, -3, -18, -11%

Some entries already given, limited to D3 ag and IL-1B inflam inh:
structure,D3 ag,IL-1B inflam inh
CCOn1c(SC(C)C)nc2ccccc2c1=O,3,13
CCc1nonc1NC(=O)c1oc2cc(C)c(C)cc2c1C,-1&-6,10
COC(=O)c1ccc(S(=O)(=O)N2CCCCC2)o1,-2,-5
COc1ccc(CCNC(=O)C2CCCN(S(=O)(=O)c3ccc(F)cc3)C2)cc1 (stereo not drawn),-1,-1
CCOC(=O)c1[nH]cnc1C(=O)NC1CCCCC1,0,0
COc1ccc(C(=O)O/N=C(\N)c2ccncc2)cc1OC,2,-4

Grouped by structure: the compounds so far containing a CF3 group.
Values run as follows: D3 ag, HT1080 IDH1KD tx, GLP1R ag, SW480 rerep, KB-V1 cytotox, HT1080-NT tox, D3 antag, IL-1B inflam inh, KB-3-1 tox
> Nc1cc(N)c(OCC(F)(F)F)cc1OCC(F)(F)F
  6, -6%, -21%, 6%, 0%, -3%, -56*, -5, -7%
> COc1ccc([C@H]2CC(=O)C=C(c3cccc(C(F)(F)F)c3)C2)cc1
  18, 4%, 13%, 3%, 10%, -7%, 0, ?, 1%

Next part.
Values run as follows: D3 ag, HT1080 IDH1KD tx, GLP1R ag, SW480 rerep, KB-V1 cytotox, HT1080-NT tox, D3 antag, IL-1B inflam inh, KB-3-1 tox
> CCCCNC(=O)CCc1c(C)nc2cc(-c3ccccc3)nn2c1C
  -6, ., 0%, ., -2%, ., ., ., 16%
> COc1ccc(Cl)cc1NC(=S)NC(=O)c1ccc2c(c1)OCO2
  -3, -16%, 1%, 1%, -7%, -18%, -1, 0, -19%
> O=C(CCCN1C(=O)c2ccccc2C1=O)Nc1ccccn1
  5, 25%, 1%, -2%, 12%, 20%, -4, 21, 2%
> O=C1c2ccccc2NC(c2ccc(-c3ccc(C(F)(F)F)cc3)o2)N1O (stereo not drawn)
  ., ., -1%, ?, 16%, ., ., ., -25%
> Cc1cc(C)c(C)c(S(=O)(=O)NCC(=O)O)c1C
  -3, 15%, -7%, 7%, 26%, 11%, -3, 8, 0%
> COc1cc2c(cc1OC)C(C)N(C(=O)c1cc3c(s1)-c1c(C)cccc1OC3)CC2 (stereo not drawn)
  1, ?, 7%, 0%, -46%, -16%, 8, -1, -14%
> O=C1CCC(CCC(=O)N2CCCC(C(=O)c3cccc(C(F)(F)F)c3)C2)=NN1 (stereo not drawn)
  8, 9%, 7%, -2%, 2%, 4%, 8, 17, 0%
> O=C(Cn1cc(C(=S)N2CCOCC2)c2ccccc21)N1CCOCC1
  -9, -2%, 5%, 0%, 0%, -2%, -27, 5, 3%

Compounds from the list above that have a cyano group (2):
Values run as follows: D3 ag, HT1080 IDH1KD tx, GLP1R ag, SW480 rerep, KB-V1 cytotox, HT1080-NT tox, D3 antag, IL-1B inflam inh, KB-3-1 tox
> CCOC(=O)c1c(N)c(C#N)c2n1CCCC2
  -3, 6%, ?, -10%, 0%, 11%, -10, -5, 9%
> CC(=O)c1cccc(NC(=O)COc2ccccc2C(=O)c2cc(C#N)c(=O)n(C3CCCCC3)c2)c1
  0, -3%, 8%, 17%, -6%, -1%, 13, -3, 0%
